Source: PubChem BioAssay (several laboratories)
Yfh1-off respiration – mitochondrial function rescue without frataxin homolog – Friedreich's ataxia, plus single-dose screen, dose response (AID 1465); S. cerevisiae Yfh1-off respiration, WST-1 reduction, 72 h; higher fold induction means a stronger effect; fold induction at 50 µM, or EC50 in µM where a hit was titrated; 220,000 compounds, 0.074% hits;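 active = fold induction of absorbance versus untreated yeast above a set limit, then at least 30% activation at any dose in follow-up; inconclusive = repeats straddling the limit, or above it without dose testing; inactive = fold induction below the set limit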;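 also: activators that raise dye reduction in frataxin-depleted yeast; strong numbers were not always called active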
AID2073 – inhibitors of Mint1-CaV2.2 protein interaction, biochemical, HTRF (AID 2073) | 290,000 compounds, 0.19% hits | one-dose inhibition, % at 20 µM; IC50 in µM for titrated hits | HTRF protein-protein interaction, Mint1-CaV2.2; higher % means a stronger effect; in the data active = inhibition mostly above about 51%, no sharp cut-off; inconclusive = no clear call, values can overlap the other calls; inactive = mostly below about 53%; also: some results filed as inactive read as strong as hits
Dengue-2 NS5 capping – Dengue-2 NS5 methyltransferase inhibitors, primary screen, biochemical, confirmation dose response (AID 588689). Dengue-2 NS5 methyltransferase capping enzyme assay, biochemical; higher % means a stronger effect. inhibition, % at 25 µM; hits with a dose series show IC50 in µM. 340,000 compounds, 0.3% hits; in the data active = a potency from the dose series; inconclusive = inhibition above about 29% without an active follow-up result
HIV fusion peptide – inhibitors of HIV fusion peptide binding, primary screen, biochemical, uHTS, fluorescence dequenching (AID 1986); 290,000 compounds, 0.3% hits; cell-free peptide binding, fluorescence dequenching, 30 min; higher % means a stronger effect; inhibition, % at 20 µM, or IC50 in µM where a hit was titrated; in the data active = inhibition mostly above about 52%, no sharp cut-off; inactive = mostly below about 76%; also: some results filed as inactive read as strong as hits
KOR beta-arrestin-1 – kappa opioid receptor blockers – cell-based, luminescence, uHTS (AID 1778). KOR beta-arrestin recruitment, luminescence, antagonist mode; higher % means a stronger effect. one-dose inhibition, % at 10 µM; IC50 in µM for titrated hits. 290,000 compounds, 0.091% hits; also: strong numbers were not always called active
KOR beta-arrestin-2 – KOR agonists, beta-arrestin recruitment, primary screen, cell-based, luminescence, uHTS (AID 1777); 280,000 compounds, 0.02% hits; KOR beta-arrestin recruitment, luminescence; higher % means a stronger effect; activation, % at 10 µM; hits with a dose series show EC50 in µM; in the data active = activation above about 50%, passing the limit was not always enough; also: a part of the inactive calls stands beside numbers as strong as those of hits
West Nile virus CPE – inhibition of WNV-induced cytopathic effect – cell-based, CPE readout (AID 1621); West Nile virus-infected cells, CPE inhibition; higher % means a stronger effect; CPE inhibition, % at 10 µM; hits with a dose series show IC50 in µM; 290,000 compounds, 0.02% hits; in the data active = a potency from the dose series; inconclusive = CPE inhibition mostly from about 3.7% at the one dose, without a potency; inactive = the rest, 99 in 100 with CPE inhibition below about 2.2%; also: strong numbers were not always called active
NOD1 inhibition – NOD1 signaling inhibitors, primary screen, cell-based, luminescence, uHTS (AID 1578) | NOD1-driven NF-kB luciferase reporter cells, luminescence; higher % means a stronger effect | inhibition, % at 4 µM; hits with a dose series show EC50 in µM | 290,000 compounds, 1% hits; in the data active = inhibition mostly above about 36%, no sharp cut-off; inactive = mostly below about 34%;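 also: HEK-293T reporter cells stimulated with the NOD1 agonist gamma-tri-DAP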
HEK293 NOD2/NF-kB – NOD2 signaling inhibitors, cell-based, luminescence, uHTS, HEK293 (AID 1566); HEK293 NOD2/NF-kB luciferase reporter, luminescence; higher % means a stronger effect; one-dose inhibition, % at 4 µM; EC50 in µM for titrated hits; 290,000 compounds, 0.63% hits; also: many of its hits are not listed in these tables
* = called active by the depositor; i = inactive; ? = inconclusive; . = no result given. Rule as the data show it, unless noted: active = inhibition above about 50%; inactive = the rest. The list is partial. The share of hits here may be higher or lower than overall.

SMILES	Yfh1-off respiration	AID2073	Dengue-2 NS5 capping	HIV fusion peptide	KOR beta-arrestin-1	KOR beta-arrestin-2	West Nile virus CPE	NOD1 inhibition	HEK293 NOD2/NF-kB
COc1ccc(/C=N/NC(=O)c2ccco2)cc1COc1ccc(F)cc1	.	-3.9%	-1.3%	2.9%	-10.5%	-2.6%	-0.5%	-15.1%	6.7%
Cc1cccc(C(=O)N2CCC(=O)N(C(COCc3cccc(Cl)c3)Cc3ccccc3)CC2)c1 (configuration not stated)	i	9.3%	-7.7%	-0.1%	-17.9%	5.2%	-0.3%	-30.0%	9.0%
O=[N+]([O-])c1cc(NCCO)c(N2CCCCCC2)c2nonc12	.	-6.2%	-0.7%	-2.2%	16.8%	-1.6%	-0.9%	-10.0%	0.8%
COC(=O)COc1ccc2oc(=O)cc(-c3cc4ccccc4o3)c2c1	.	11.5%	0.9%	4.6%	9.9%	-0.1%	0.5%	0.1%	18.7%
CC1CN(Cc2cc(=O)[nH]c(C3CC3)n2)CC(C)O1 (configuration not stated)	i	-2.8%	-11.2%	0.1%	-83.6%	-2.8%	0.9%	23.6%	-0.5%
Cc1nnc(SCC(=O)Nc2ccc(N3CCN(S(C)(=O)=O)CC3)cc2)o1	.	10.2%	1.8%	0.1%	14.1%	-3.0%	-0.2%	25.5%	-1.9%
Cc1onc(-c2ccccc2Cl)c1C(=O)NCCN1Cc2ccccc2C1=O	i	-1.6%	-0.7%	-1.3%	36.0%	-4.1%	-0.4%	7.7%	-10.2%
O=C(CCSc1nnc(-c2ccco2)o1)Nc1ccc(F)cc1	i	-4.7%	-9.9%	-0.1%	-48.1%	-0.6%	-0.2%	-39.0%	1.2%
CC1=C(C(=O)Nc2ccccc2C)C(c2ccc(C)o2)C2=C(CCCC2=O)N1 (configuration not stated)	i	4.9%	-0.7%	0.6%	-17.8%	-3.3%	-0.3%	-28.0%	5.7%
O=C1c2cccc3c(N4CCCCC4)ccc(c23)C(=O)N1c1ccc(O)cc1	i	25.6%	?	146.2%	28.8%	-5.8%	-0.4%	-16.4%	-7.0%
COc1ccc(C2c3c(oc4ccccc4c3=O)C(=O)N2CC2CCCO2)cc1 (configuration not stated)	i	-9.0%	-2.4%	-2.8%	26.6%	-3.2%	0.1%	7.5%	5.1%
COc1cccc(NC(=O)C(NCCc2ccc(S(N)(=O)=O)cc2)c2ccccc2)c1 (configuration not stated)	.	2.0%	-7.3%	-2.2%	-8.1%	-0.7%	-1.3%	-3.7%	3.9%
FC(F)(F)c1cccc(NC(=S)NNC(=S)Nc2ccc(Cl)cc2)c1	i	2.0%	.	32.8%	-8.2%	-2.8%	-0.5%	-5.2%	8.6%
Cc1cc([N+](=O)[O-])ccc1N1C(=O)c2ccc(C(=O)Nc3ccccc3C(=O)O)cc2C1=O	.	14.2%	67.9µM*	42.9%	-6.1%	-4.5%	-0.2%	7.5%	35.9%
COc1cccc(-n2nnnc2SCC(=O)Nc2ccc(NC(C)=O)cc2)c1	.	-10.5%	3.9%	0.7%	-13.2%	1.0%	0.8%	-11.2%	-3.2%
O=C(Cn1nc(-c2ccccc2)ccc1=O)NCC1CCCO1 (configuration not stated)	i	0.8%	0.8%	-0.9%	-12.2%	-0.1%	-0.3%	-22.4%	18.3%
COc1ccccc1NC(=O)CSc1nnc(C)n1CC1CCCO1 (configuration not stated)	i	11.4%	-10.8%	0.1%	6.8%	-5.2%	0.3%	17.4%	15.1%
CC1CCN(c2ccc(C(=O)O)cc2NS(=O)(=O)c2ccc(Br)cc2)CC1	i	2.3%	-0.6%	25.3%	-4.9%	-1.7%	-0.5%	-8.4%	7.8%
O=C(COc1ccccc1Cl)c1ccc2c(c1)CCCC2	.	-2.9%	-9.0%	-1.6%	-1.2%	3.7%	.	-22.9%	-115.9%
COc1ccc(OC)c(-c2cn(S(=O)(=O)c3ccccc3)nc2N)c1	i	-3.9%	-4.8%	-3.9%	4.4%	-3.6%	0.3%	10.9%	-6.3%
CCOc1ccc(C=NCC(O)c2ccccc2)cc1 (configuration not stated)	.	10.2%	-5.2%	-0.7%	8.7%	-3.3%	-1.2%	-15.2%	6.7%
COc1nnc(-c2ccc(C)c(S(=O)(=O)NCC3CCCO3)c2)c2ccccc12 (configuration not stated)	.	14.8%	8.9%	1.6%	7.9%	-0.6%	0.3%	-16.7%	13.3%
Cc1ccc(S(=O)(=O)Oc2ccc(C)cc2/C=N/N=C2\NC(=O)C(C)S2)cc1 (configuration not stated)	i	8.2%	-12.1%	18.2%	-65.9%	-4.0%	1.3%	-14.6%	-47.0%
O=C(c1cnn2cccnc12)N1CCN(c2ccccc2)CC1	i	-1.7%	-5.6%	-0.5%	9.4%	-1.5%	-0.5%	-23.4%	-4.0%
CC(=O)N1CCc2cc(S(=O)(=O)N3CCc4ccccc43)ccc21	.	-6.4%	1.3%	0.5%	19.1%	-0.4%	-1.3%	22.7%	15.9%
Cc1ccc(C(=O)NC(=S)Nc2ccc(CN3CCOCC3)cc2)cc1	.	-0.5%	-3.9%	0.7%	26.8%	-1.2%	-1.1%	-41.8%	1.7%
CC1=NN(C(N)=S)C(=O)C1N=Nc1ccc(F)cc1 (configuration not stated)	.	-10.2%	0.0%	-1.7%	32.2%	-3.3%	0.4%	4.3%	-28.6%
Cc1cc([N+](=O)[O-])c(C(C)(C)C)cc1N	i	0.7%	2.8%	-1.4%	-39.5%	-3.3%	0.1%	-7.1%	4.2%
COc1ccc(CCNC(=O)C(C)Sc2ccccc2)cc1OC (configuration not stated)	i	21.4%	-3.3%	2.4%	8.2%	-2.1%	-0.3%	-1.3%	6.0%
COc1ccc(CNCc2cccc(OC)c2OC)cc1Br	i	1.2%	-4.7%	1.7%	-25.4%	-3.5%	-0.9%	-52.8%	-11.5%
COc1cc(/C=N/NC(=O)c2ccoc2C)cc(OC)c1O	i	-9.8%	-9.7%	-1.2%	14.8%	-2.0%	-0.1%	-0.7%	10.4%
COc1ccccc1-c1c(C)nn2c(C)c(C(C)=O)cnc12	i	4.7%	2.0%	-0.2%	29.7%	-2.6%	-0.1%	-17.0%	9.9%
CC(C)(C)NC(=O)COC(=O)c1cc(Br)ccc1Cl	i	-4.7%	.	-0.9%	8.8%	-0.2%	0.3%	-19.3%	22.9%
COc1ccc(OCC(O)CNC(=O)c2c(-c3ccccc3)noc2C)cc1 (configuration not stated)	i	13.5%	-0.8%	1.1%	-34.1%	-0.2%	-0.3%	-12.5%	9.7%
CCn1c(SCC(=O)c2c[nH]c3ccccc23)nnc1-c1cccs1	i	-1.9%	5.0%	33.3%	-5.0%	0.0%	-0.3%	5.5%	9.0%
CC(=O)c1nnn(-c2ccccc2C#N)c1C	i	3.3%	0.0%	0.5%	5.0%	0.1%	0.2%	-7.6%	13.7%
Cc1ccccc1NC1=NC(=S)N(c2ccccc2)C12CCCCC2	i	-1.5%	-2.9%	0.4%	-27.9%	3.1%	-1.7%	-27.9%	9.8%
Cc1cc(-c2n[nH]c(=S)n2-c2ccc(C)c(C)c2)no1	i	13.3%	-5.3%	-3.3%	1.6%	-1.2%	0.2%	84.0%*	6.1%
COc1ccc(OC)c(-c2csc3nnc(SCC(=O)Nc4ccc(NC(C)=O)cc4)n23)c1	i	1.6%	-5.6%	-1.9%	-18.5%	7.0%	1.4%	-21.5%	16.7%
c1cnc2ccc(C(c3nnnn3C3CCCC3)N3CCN4CCCC4C3)cc2c1 (configuration not stated)	i	-1.8%	-0.8%	1.1%	20.9%	-1.8%	0.1%	3.3%	19.7%
COC(=O)[C@H](Cc1ccccc1)NC(=O)c1cc(COc2c(F)cccc2F)on1	.	8.2%	-2.7%	-2.0%	-0.9%	4.5%	1.9%	18.8%	-33.2%
Cn1c2ccccc2c2ncn(CCN3CCOCC3)c(=O)c21	i	-1.1%	-0.8%	1.3%	3.5%	-0.2%	-0.2%	-6.3%	-8.6%
Cc1ccc(S(=O)(=O)c2n[nH]n3c2nc(=O)c2ccccc23)cc1	i	21.1%	1.6%	2.8%	-23.4%	2.9%	0.8%	25.4%	0.9%
COc1cc2cc(C(c3nnnn3C3CCCC3)N3CCCCC3)c(=O)[nH]c2cc1OC (configuration not stated)	i	2.8%	-4.8%	2.9%	-19.5%	-4.0%	-0.2%	-6.5%	8.7%
CCn1cc(C(=O)NCCc2ccc(C)cc2)c(=O)c2cc(S(=O)(=O)N(C)C)ccc21	.	4.1%	.	-0.2%	-29.3%	1.3%	-0.4%	-12.8%	-16.9%
Cc1ccc(O)c(NC(=S)NC(=O)CC(C)C)c1	i	-13.1%	-2.2%	-0.4%	-5.0%	13.2%	-0.4%	-56.4%	-48.1%
CCCCCn1c(=O)[nH]c2cc(C(=O)NCCCN3CCC(C)CC3)ccc2c1=O	i	-0.3%	-4.8%	0.4%	11.9%	2.8%	-0.2%	-10.3%	-3.0%
Cc1cc(N2CCOCC2)c2c(N)c(C)cc(C)c2n1	.	3.5%	-5.6%	1.7%	-20.9%	6.3%	0.0%	19.9%	23.9%
CCn1c(C)cc2c(c1=O)C(c1ccc3c(c1)OCO3)C(C#N)=C(N)O2 (configuration not stated)	i	4.5%	-0.7%	-1.2%	-25.0%	0.5%	0.8%	0.6%	-11.5%
CCN(CC)c1ccc(/C=N/NC(=O)OC)c(O)c1	i	-6.7%	10.8%	-2.9%	20.8%	-4.4%	-0.2%	-49.3%	-20.5%
CC#CCN1c2ccccc2[C@]23C[C@@H](C(=O)OC)N(C(C)=O)C2=NC(C(=O)OC)=C(C(=O)OC)[C@H]13	i	6.8%	0.0%	-1.9%	49.1%	.	0.1%	4.3%	-8.4%
C1=C(CCNC2=NCCCCC2)CCCC1	i	3.1%	8.6%	6.5%	17.7%	0.3%	0.0%	3.0%	-14.5%

A run of entries from further up:
SMILES	Yfh1-off respiration	AID2073	Dengue-2 NS5 capping	HIV fusion peptide	KOR beta-arrestin-1	KOR beta-arrestin-2	West Nile virus CPE	NOD1 inhibition	HEK293 NOD2/NF-kB
CC(C)(C)NC(=O)COC(=O)c1cc(Br)ccc1Cl	i	-4.7%	.	-0.9%	8.8%	-0.2%	0.3%	-19.3%	22.9%
COc1ccc(OCC(O)CNC(=O)c2c(-c3ccccc3)noc2C)cc1 (configuration not stated)	i	13.5%	-0.8%	1.1%	-34.1%	-0.2%	-0.3%	-12.5%	9.7%
CCn1c(SCC(=O)c2c[nH]c3ccccc23)nnc1-c1cccs1	i	-1.9%	5.0%	33.3%	-5.0%	0.0%	-0.3%	5.5%	9.0%
CC(=O)c1nnn(-c2ccccc2C#N)c1C	i	3.3%	0.0%	0.5%	5.0%	0.1%	0.2%	-7.6%	13.7%
Cc1ccccc1NC1=NC(=S)N(c2ccccc2)C12CCCCC2	i	-1.5%	-2.9%	0.4%	-27.9%	3.1%	-1.7%	-27.9%	9.8%
